Screening results: PubChem BioAssay, several laboratories
MsrA inhibitor – inhibitors of bovine MsrA. purified bovine MsrA, absorbance read-out. hit rate 0.75% among 360,000. inhibition, % at 15.5 µM; in the data active = inhibition above about 4.5%;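 also: 0% = vehicle wells with enzyme and 100% = reference inhibitor wells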
NRP1-CendR mod – alters CendR peptide binding to human NRP-1; O14786; FAM-RPARPAR peptide binding to NRP-1, fluorescence polarization; inhibition, % at 25 µM; hit rate 0.85% among 360,000;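 active = inhibition or corrected inhibition above about 18%, plus a signal ratio from 0.5 to 1.5, limit read from the data, passing the limit was not always enough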; also: strong numbers were not always called active
Target sequence (O14786 whole entry, looked up): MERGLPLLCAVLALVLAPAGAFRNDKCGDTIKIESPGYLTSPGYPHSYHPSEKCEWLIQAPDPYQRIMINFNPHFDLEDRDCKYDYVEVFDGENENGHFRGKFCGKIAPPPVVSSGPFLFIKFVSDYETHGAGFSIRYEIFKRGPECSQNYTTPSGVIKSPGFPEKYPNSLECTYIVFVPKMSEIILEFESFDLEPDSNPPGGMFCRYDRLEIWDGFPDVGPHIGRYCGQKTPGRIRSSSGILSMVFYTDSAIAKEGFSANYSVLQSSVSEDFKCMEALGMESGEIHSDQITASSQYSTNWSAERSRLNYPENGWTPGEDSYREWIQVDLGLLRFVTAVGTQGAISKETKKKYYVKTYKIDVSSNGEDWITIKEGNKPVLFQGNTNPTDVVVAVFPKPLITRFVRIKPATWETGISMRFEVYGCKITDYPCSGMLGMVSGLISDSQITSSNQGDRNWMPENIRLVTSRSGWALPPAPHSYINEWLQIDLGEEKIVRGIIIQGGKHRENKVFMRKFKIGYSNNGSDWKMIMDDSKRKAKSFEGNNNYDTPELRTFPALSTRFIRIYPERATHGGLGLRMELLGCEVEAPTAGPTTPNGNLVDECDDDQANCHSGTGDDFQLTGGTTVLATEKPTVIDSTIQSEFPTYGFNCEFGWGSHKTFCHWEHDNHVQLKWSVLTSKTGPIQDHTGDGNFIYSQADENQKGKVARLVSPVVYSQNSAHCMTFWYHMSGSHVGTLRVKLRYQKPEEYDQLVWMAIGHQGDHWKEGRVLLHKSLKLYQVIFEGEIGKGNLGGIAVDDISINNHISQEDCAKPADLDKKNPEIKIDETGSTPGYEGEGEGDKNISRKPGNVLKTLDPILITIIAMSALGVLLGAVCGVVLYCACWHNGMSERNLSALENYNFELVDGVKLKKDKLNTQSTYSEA
Neddylation inh – blocks human cullin neddylation | hit rate 0.58% among 360,000 | AID 651699 | calls only at 25 µM | P61081+Q13564 | TR-FRET cullin neddylation, biochemical; in the data active = inhibition above about 36%
FAS TE block – inhibitors of human fatty acid synthase thioesterase domain. P49327. recombinant FAS-TE, OMFH fluorogenic substrate, fluorescence endpoint. hit rate 0.67% among 360,000. inhibition, % at 15 µM. AID 602261;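 active = compounds whose normalised, plate-corrected inhibition of enzyme fluorescence in the single-dose primary screen is 50% or more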;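 also: 0% = DMSO with enzyme and 100% = substrate without enzyme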
Rin1 Abl inh – inhibitors of human Rin1-Abl protein interaction; AID 588664; inhibition, % at 7.35 µM; hit rate 0.4% among 360,000; TR-FRET Rin1/Abl binding, biochemical; P00519+Q13671; in the data active = inhibition above about 5%, passing the limit was not always enough
MT1-MMP act inh – inhibitors of human MT1-MMP activation. P50281. hit rate 0.061% among 360,000. AID 651647. HT1080 RFP-PRO-GFP cells, GFP/RFP ratio fluorescence, overnight; percent of plate control window, DMSO zero. GFP/RFP ratio change, % at 20 µM;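 active = GFP/RFP ratio change of at least 30% with cell ATP level not reduced by more than half and red fluorescence within 50% of control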; also: strong numbers were not always called active
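Material: RFP-PRO-GFP reporter HT1080 cells. Dosing: single-point 20 µM compound, 1% DMSO. Controls: DMSO and RFP-L50D-GFP cell wells. Timing: cells overnight before dosing, compound overnight, 37 °C, 5% CO2. Measure: GFP/RFP fluorescence ratio.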
eLon inh – inhibits E. coli Lon protease; P0A9M0; purified E. coli Lon protease, fluorescence polarization; inhibition, % at 7.94 µM; hit rate 0.42% among 360,000; in the data active = inhibition above about 13%, passing the limit was not always enough;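 also: 0% = enzyme with probe and DMSO and 100% = no enzyme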
bovine MsrA act – activates bovine MsrA enzyme. purified bovine MsrA, absorbance read-out. activation, % at 10.6 µM. hit rate 0.3% among 360,000. AID 602163; in the data active = activation above about 7.5%;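 also: 0% = vehicle and 100% = reference activator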
SKN-1 inh – blocks SKN-1 activity in C. elegans; C. elegans VP596 Pgst-4::GFP/RFP ratio, acrylamide-induced, 24 h; inhibition, % at 21.8 µM; hit rate 0.49% among 360,000; AID 624304;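 active = interference check ratio from 0.5 to 1.5 plus GFP to RFP signal ratio inhibition reaching or exceeding a fixed threshold, cut at about 30% in these data, passing the limit was not always enough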; also: some compounds called inactive have numbers as strong as hits
Starred values were filed as active, the others as inactive; i = inactive; nt = not tested or not shown. Rows are unselected, and some 4.2% of all compounds hit somewhere here.

SMILES	MsrA inhibitor	NRP1-CendR mod	Neddylation inh	FAS TE block	Rin1 Abl inh	MT1-MMP act inh	eLon inh	bovine MsrA act	SKN-1 inh
CCCn1c(C)cc(C)c(C#N)c1=O	1.2	-1	i	-6	0	-3	1	-7	-1
CC(C)Cc1cc(C(=O)N2CCC(N3CCC(C(=O)N4CCOCC4)CC3)CC2)n[nH]1	1.1	-9	i	-10	3	4	0	-13	5
Cc1ccc(C(c2c(C)nn(-c3ccccc3)c2N)c2c(C)nn(-c3ccccc3)c2N)cc1	1.6	30*	i	2	1	-5	-6	-1	11
CCSc1nc(O)cc(=O)[nH]1	-0.1	2	i	-4	3	-1	-8	-3	-13
CCOc1ccc(CCNC(=O)C2CCN(c3nnc(-n4cccc4)s3)CC2)cc1OCC	-1.3	-2	i	-2	0	4	-15	0	-6
Cn1c(-c2cccc(F)c2)nc2c1c(=O)[nH]c(=O)n2Cc1ccccc1	0.4	-2	i	2	4	8	-7	-2	4
C[C@H]1CN=C(N(C)C)N1CCC1CCCC1	2.0	14	i	-10	3	1	3	-4	-2
CCCCN(CC)CCNc1c(N2CCN(C(=O)OCC)CC2)c(=O)c1=O	-0.7	-4	i	-4	1	-1	-1	-7	0
CC(Sc1nnc(Cc2cccs2)n1C1CCCCC1)C(=O)NCc1ccco1 (centres undefined)	0.7	-9	i	-4	1	0	-6	-1	-4
Cc1ccc(CNC(=O)C2CCC(CNc3nc(=S)[nH]c4ccccc34)CC2)cc1 (centres undefined)	1.4	-4	i	-1	1	-3	3	-1	-7
CCOC(=O)c1cccc(NC(=O)CCn2nnc3ccccc32)c1	0.5	4	i	-4	-6	1	-3	-13	-9
CC(C)Cc1nc2sc3c(=O)[nH]cnc3c2c2c1CCCC2	0.5	3	i	-5	-11	-1	-6	-7	11
Cc1ccccc1NC(=S)NNC(=O)c1ccoc1C	-0.8	-5	i	-6	3	0	-5	-1	2
CC(C)C[C@H]1CN=C(N(C)C)N1CC1CCCCCC1	-0.2	-9	i	-6	1	1	-6	-9	-4
COc1ccc(C(=O)NC(C(=O)NCC(=O)Nc2c(C)cccc2C)C(C)C)cc1 (centres undefined)	1.4	10	i	-3	-2	-14	1	-2	10
Cc1ccc(CNC(=O)c2ccc(Cn3nc(C)c(Cl)c3C)o2)cc1	0.4	-7	i	3	0	-4	-3	-1	9
Cc1ccc2nc(N3CCN(S(=O)(=O)c4ccc(C)c(Cl)c4)CC3)c(C#N)cc2c1	-0.9	-9	i	29	0	0	-4	-1	15
CC1=NN(C(N)=S)C(=O)C1N=Nc1cc(Cl)ccc1Cl (centres undefined)	0.5	2	i	2	2	3	2	0	13
CCc1cc(OCCN(C)C)ccc1Cl	0.7	-3	i	-4	1	3	-9	-3	-4
Cc1cccc(C(=O)N2CCC(Cc3ccccc3)CC2)c1[N+](=O)[O-]	-0.2	-10	i	34	1	-4	0	-8	-11
O=C1OC(Nc2ccc(F)c([N+](=O)[O-])c2)c2ccccc21 (centres undefined)	0.3	13	i	-1	-2	3	8	-3	-1
COc1ccc(N(C(=O)c2ccccc2C)S(=O)(=O)c2cccs2)cc1	0.4	-10	i	20	-2	11	-13	-3	4
Cc1cc(C)nc(Sc2ncnc3c2oc2ccccc23)n1	0.6	-8	i	-3	-229	nt	-5	-4	10
CCCCSc1nnc(NC(=O)CCc2ccccc2)s1	-0.9	-4	i	-5	-2	-2	-2	2	24
N#C/C(=C(/O)c1ccco1)c1nc2ccccc2[nH]1	7.2*	-16	i	-5	-3	-2	-1	-13	13

Additional compounds follow:
SMILES	MsrA inhibitor	NRP1-CendR mod	Neddylation inh	FAS TE block	Rin1 Abl inh	MT1-MMP act inh	eLon inh	bovine MsrA act	SKN-1 inh
COc1ccc(CNC(=O)C[C@H]2C(=O)N(c3ccccc3)C[C@@H]2Cc2ccccc2)cc1	-1.2	0	i	18	0	-1	-15	-2	0
O=c1[nH]c(/C=C/c2ccccc2OC(F)F)nc2c1cnn2-c1ccccc1	0.8	-6	i	-4	-1	3	9	-2	-7
O=C(Cn1[nH]c(=O)c2ccccc2c1=O)NCCN1C(=O)S/C(=C\c2ccccc2)C1=O	4.0	-28	i	1	7	-3	-6	-5	-14
Cc1ccc(C)c(-n2nnnc2Sc2nc([N+](=O)[O-])nn2C)c1	0.6	7	i	-7	0	7	-1	0	-7
CCc1cccc(CC)c1N1C(=O)CSCC1=O	-0.6	4	i	-11	-2	-4	5	-5	14
CC1CN(C(=O)Nc2ccc3c(c2)OCO3)CC(C)O1 (centres undefined)	0.3	7	i	-4	5	4	-3	-1	8
Cc1[nH]c(=O)[nH]c(=O)c1S(=O)(=O)Nc1ccc(F)cc1F	-1.9	-2	i	-4	0	5	-2	-2	1
CCOc1ccc(NC(=O)C/C(N)=N/O)cc1	-0.4	2	i	-15	-3	3	-9	-11	4
O=[N+]([O-])c1ccc(CSC2=NCCS2)cc1	-0.7	1	i	2	-2	-3	-4	-3	32
O=C1C2C3C=CC(C3)C2C(=O)N1Nc1ccc([N+](=O)[O-])cc1[N+](=O)[O-] (centres undefined)	3.8	6	i	12	-8	2	1	-3	1
CNS(=O)(=O)c1cccc(C(=O)OCc2cc(C(C)=O)ccc2OC)c1	0.7	-2	i	-2	2	2	-3	1	9
O=C(O)Cc1ccc2oc(-c3cccnc3)nc2c1	1.2	1	i	-2	0	7	7	-2	13
O=S(=O)(/C=C/c1ccccc1)N1CCN(c2ccccc2)CC1	1.2	2	i	1	-1	3	1	-2	13
CCCCC(=O)N(C)c1c(CC)nc2c(OCC3CCCCC3)cccn12	-0.5	6	i	10	-6	-22	4	1	8
S=C(NCC1COc2ccccc2O1)Nc1ccccc1 (centres undefined)	2.0	12	i	7	0	2	3	1	-3
CC(C)(C)OC(=O)C[C@H]1C/C=C\C[C@@H](CC(=O)N(CCO)Cc2ccccc2)C(=O)NCCOC1=O	2.5	16	i	-8	2	4	-3	-2	8
NC(c1csc(Nc2ccc(C(=O)NCCO)cc2)n1)C1CCCCC1 (centres undefined)	1.9	-1	i	-4	1	-3	-2	-5	-14
CCN(CC(=O)Nc1ccccc1C(F)(F)F)C(=O)COc1cccc2c1OC(C)(C)C2	0.9	-3	i	-4	0	1	-1	-4	4
O=C(O)C(Cc1ccccc1)N1C(=O)CCC1=O (centres undefined)	-1.7	-7	i	-4	-7	-3	0	-3	-2
Cc1cc(SCC(=O)c2cc(C)n(C)c2C)nc2ccccc12	-1.1	42*	i	-1	0	-1	5	-8	8
CCNCCNC(=O)c1c(O)c2c([nH]c1=O)CCCC2	-0.3	-22	i	-4	0	-5	4	-1	5
CC(C)(O)c1ccccc1CC[C@@H](SCC1(CC(=O)O)CC1)c1cccc(/C=C/c2ccc3ccc(Cl)cc3n2)c1	nt	-13	i	49	-2	0	-3	-2	-9
CCOC(=O)Nc1ccc2c(c1)Sc1ccccc1N2C(=O)CCN1CCOCC1	-1.1	-5	i	-4	3	-3	-3	6	13
COc1cc(NC(=O)CSc2nnc3c(C)cc4c(C)ccc(C)c4n23)c(C(=O)O)cc1OC	1.4	0	i	-7	4	10	-19	-1	-7
O=C(CCNC(=O)c1ccccc1Cl)Nc1nc(-c2ccc3ccccc3c2)cs1	-0.3	0	i	11	3	-10	1	-4	10

Continuation:
SMILES	MsrA inhibitor	NRP1-CendR mod	Neddylation inh	FAS TE block	Rin1 Abl inh	MT1-MMP act inh	eLon inh	bovine MsrA act	SKN-1 inh
O=S(=O)(NCc1ccccn1)C(F)(F)F	-1.0	4	i	-4	4	-3	2	-1	-9
O=S(=O)(Nc1cccnc1)c1ccc(Br)c2ccccc12	-0.7	4	i	1	-14	3	11	-1	17
CC1(C)CC(N2CCN(Cc3ccccc3)CC2)=CC(=[N+]2CCCCC2)C1	4.1	19	i	-4	-3	-3	-7	-12	-6
CCOC(=O)[C@@H]1[C@H]2COc3cc(OC)ccc3[C@H]2N2C(=O)N(c3ccc(Br)cc3)C(=O)[C@]12C	0.8	2	i	42	4	0	-11	2	6
O=C(Cc1ccc([N+](=O)[O-])cc1)NCCS(=O)(=O)N1CCN(c2ccccc2)CC1	1.1	-1	i	3	-3	5	4	-4	-19
O=c1c2cc3c(cc2[nH]c(=S)n1C1CCN(Cc2ccccc2)CC1)OCO3	-0.2	12	i	5	2	6	9	-2	-8
c1ccc2c(c1)CNC1(CCCCC1)C2	0.3	-4	i	-9	5	-6	-1	-1	-8
COc1ccc(-c2csc(N3C(=O)C4C5c6ccccc6C(c6ccccc65)[C@@H]4C3=O)n2)cc1 (some centres undefined)	-0.4	-15	i	59*	1	-1	-5	1	2
O=c1[nH]ncc(N2CCN(Cc3ccccc3)CC2)c1Cl	0.2	4	i	-4	2	-3	2	-3	1
Cc1csc(SC(C)C(=O)Nc2ccc(S(=O)(=O)N3CCCC3)cc2)n1 (centres undefined)	-0.7	-2	i	-1	-3	1	-2	-1	1
COc1ccc(-c2cccc(C(=O)NCC(=O)O)c2)cc1	0.0	2	i	-6	0	4	3	-4	1
O=C(NCCS(=O)(=O)NCC1CCCO1)c1ccccc1 (centres undefined)	-1.4	9	i	-10	-1	4	-1	-12	-9
CCOC(=O)c1c(C)[nH]c(C(=O)OCC(=O)N2CCCC2=O)c1C	-0.1	-2	i	-5	2	0	-12	-1	19
O=c1[nH]cnc2c1ncn2[C@@H]1C[C@@H](O)[C@H](CO)O1	-0.1	-4	i	-6	3	6	4	-5	-9
CCCc1nc(SCC(=O)Nc2ccccc2OC)c2c(=O)n(C)c(=O)n(C)c2n1	-0.7	-1	i	15	-1	-13	12	-3	4
CC(C)(C)OC(=O)N/N=C\c1ccc([N+](=O)[O-])s1	2.0	11	i	-13	-1	-1	-3	-4	8
c1ccc2c(c1)ncn2CCCOc1ccc2c(c1)CCC2	-0.2	-3	i	48	-1	2	2	0	32
N#C/C(=C/c1ccc(Sc2nc3ccccc3[nH]2)o1)c1ccccc1F	1.6	-18	i	12	0	-4	5	-11	-6
CC(CCc1ccccc1)NC(=O)C1CCN(S(=O)(=O)N2CCCCC2)CC1 (centres undefined)	-0.3	3	i	-3	4	1	-19	-2	8
CC(=O)NC1(c2ccccc2)CCN(C(=O)N2CCOCC2)CC1	-0.5	-21	i	-9	1	2	-2	-9	-10
COc1ccc(NC(=O)C2Cc3c(-c4cccc(C(C)=O)c4)ccnc3O2)cc1 (centres undefined)	-0.1	-3	i	11	0	9	4	-1	1
N#Cc1ccc(NC(=O)CSc2n[nH]c(=O)n2C2CC2)cc1	-1.4	5	i	-9	1	-3	-19	-1	0
CC(C)CC(C(=O)NC(C)(C)C)N(Cc1cccs1)C(=O)c1snc(C(N)=O)c1N (centres undefined)	-0.7	6	i	4	1	0	-6	-3	3
CCc1c(C)nc(Nc2nc(C)c3cc(OC)ccc3n2)[nH]c1=O	0.5	8	i	-2	-4	8	-9	-3	10
CCOC(=O)C1CCN(Cc2ccc(OC)cc2OC)CC1	-1.2	0	i	-10	1	-2	-1	-11	-23
C[C@H](CO)N1C[C@H](C)[C@@H](CN(C)S(=O)(=O)c2ccccc2F)Oc2ncc(C#Cc3cccnc3)cc2C1=O	0.6	-8	i	-6	1	0	5	-1	15

Compound profiles, from the list above. Screens in order: MsrA inhibitor, NRP1-CendR mod, Neddylation inh, FAS TE block, Rin1 Abl inh, MT1-MMP act inh, eLon inh, bovine MsrA act, SKN-1 inh
Listed for CC1(C)CC(N2CCN(Cc3ccccc3)CC2)=CC(=[N+]2CCCCC2)C1 → 4.1, 19, i, -4, -3, -3, -7, -12, -6
Listed for CC(CCc1ccccc1)NC(=O)C1CCN(S(=O)(=O)N2CCCCC2)CC1 (centres undefined) → -0.3, 3, i, -3, 4, 1, -19, -2, 8
Listed for O=C(Cc1ccc([N+](=O)[O-])cc1)NCCS(=O)(=O)N1CCN(c2ccccc2)CC1 → 1.1, -1, i, 3, -3, 5, 4, -4, -19
Listed for CC(C)(C)OC(=O)N/N=C\c1ccc([N+](=O)[O-])s1 → 2.0, 11, i, -13, -1, -1, -3, -4, 8
Listed for CCc1c(C)nc(Nc2nc(C)c3cc(OC)ccc3n2)[nH]c1=O → 0.5, 8, i, -2, -4, 8, -9, -3, 10
